From PubChem BioAssay
LEDGF integ inh = blockers of LEDGF/p75-dependent integrase strand transfer – biochemical, TR-FRET, high throughput, primary screen; TR-FRET IN-LEDGF/p75 DNA integration, Eu/Cy5; 0.64% of 370,000 active; inhibition, % at 3.7 µM; HIV-1 integrase (with human LEDGF/p75);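 active = inhibition above the screen-wide mean plus 3 SD, cut at about 13% in these data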;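 note: signal is the Cy5 over europium emission ratio at 671 and 618 nm; 0% = plate median of compound wells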
KLK7 zymogen act = proKLK7 zymogen activators, primary screen, biochemical, fluorescence intensity | activation, % at 7 µM | Kallikrein-7 (Homo sapiens), P49862 | purified proKLK7, EDANS-DABCYL substrate fluorescence; 100% is mature enzyme control, 0% vehicle | 0.9% of 370,000 active;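 active = activation above the mean of all tested compounds plus 3 SD, computed per campaign excluding outliers beyond control limits, cut at about 13% in these data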
Target sequence (P49862 whole entry, looked up): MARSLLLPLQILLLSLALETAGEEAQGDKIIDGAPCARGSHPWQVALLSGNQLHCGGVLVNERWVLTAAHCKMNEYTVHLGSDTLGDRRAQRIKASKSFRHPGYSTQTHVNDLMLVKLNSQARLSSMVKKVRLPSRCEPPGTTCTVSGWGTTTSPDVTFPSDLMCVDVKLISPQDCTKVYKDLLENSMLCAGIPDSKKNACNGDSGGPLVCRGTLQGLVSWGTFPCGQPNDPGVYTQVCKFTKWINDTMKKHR
TDP2 inh = human TDP2 enzyme inhibitors, primary screen, biochemical, epi absorbance, recombinant enzyme; inhibition, % at 12.8 µM; Tyrosyl-DNA phosphodiesterase 2 (Homo sapiens), O95551; T5PNP hydrolysis, p-nitrophenol absorbance 415 nm; 0.34% of 370,000 active;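 active = inhibition above the mean of all tested compounds plus 3 SD, set per campaign, cut at about 25% in these data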;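 note: 0% = DMSO with enzyme and 100% = buffer with substrate but no TDP2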
Target sequence (O95551 whole entry, looked up): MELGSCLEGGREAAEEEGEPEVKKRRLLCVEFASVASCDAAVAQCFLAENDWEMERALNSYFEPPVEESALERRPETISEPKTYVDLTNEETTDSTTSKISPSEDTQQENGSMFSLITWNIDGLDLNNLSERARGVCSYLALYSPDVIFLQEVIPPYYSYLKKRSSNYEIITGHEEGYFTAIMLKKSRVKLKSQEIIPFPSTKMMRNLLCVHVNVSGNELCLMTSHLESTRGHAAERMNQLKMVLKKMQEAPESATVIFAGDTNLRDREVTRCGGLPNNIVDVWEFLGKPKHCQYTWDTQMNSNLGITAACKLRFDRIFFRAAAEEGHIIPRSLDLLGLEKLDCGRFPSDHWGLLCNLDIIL
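System – recombinant human TDP2 · Amount – 120 nM TDP2 per well · Buffer or medium – Mg2+-containing Tris-HCl buffer, pH 7.5 · Reagent – T5PNP substrate, 5 mM · Dosing – 12.8 µM single point, 1% DMSO · Incubation – 2 h at 37 °C · Measured by – epi absorbance · Read-out basis – percent inhibition · Benchmarks – high control without enzyme, low control DMSO plus TDP2 · Repeats – singlicate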
PRMT1 inh = PRMT1 methyltransferase inhibitors, primary screen, biochemical, fluorescence polarization. Protein arginine N-methyltransferase 1 (Homo sapiens), Q99873. recombinant PRMT1, activity-based probe fluorescence polarization. inhibition, % at 2.79 µM. 1.3% of 370,000 active. AID 652257, 2013;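 active = inhibition above about 21% made by adding two undisclosed values, limit read from the data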
UHRF1 MBD2 ctr = UHRF1 methylated DNA binding inhibitors, primary screen, counter-screen for MBD2 inhibitor project, biochemical, TR-FRET, human UHRF1, single concentration; E3 ubiquitin-protein ligase UHRF1 (Homo sapiens), Q96T88; UHRF1 binding to methylated oligo; inhibition, % at 4.4 µM; 0.75% of 370,000 active; AID 687016, 2013; in the data active = inhibition above about 21%;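 note: UHRF1 SRA domain binding a hemimethylated CpG hairpin DNA probe; 0% = median of test compound wells and 100% = reference inhibitor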
DDE Tn6 FP inh = inhibitors of Tn6 peptide binding to fibrin DD(E), primary screen, biochemical, fluorescence polarization, human fibrin, Tn6 probe | Fibrinogen beta chain (Homo sapiens), P02675 | Fibrin DD(E) TRITC-Tn6 fluorescence polarization displacement | inhibition, % at 8.3 µM | 0.21% of 370,000 active | AID 720509, 2013;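 active = inhibition above a per-campaign cutoff: mean of compounds within control limits plus 3 SD, cut at about 15% in these data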;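 note: 0% = median of all compound wells on the plate and 100% = blocking peptide control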
DDE Tn7 FP inh = inhibitors of Tn7 peptide binding to fibrin DD(E), primary screen, biochemical, fluorescence polarization, human fibrin, Tn7 probe; FP displacement of FITC-Tn7 peptide from fibrin DD(E); 0% = median of compound wells per plate; 0.13% of 370,000 active; inhibition, % at 8.3 µM; AID 720508, 2013;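 active = inhibition above the mean of compounds falling within the control limits plus 3 SD of them, cut at about 14% in these data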;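 note: 0% = plate median of compound wells and 100% = 10 µM Aha-Tn7 peptide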
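Assay system: human fibrin DD(E) protein / Input: 2 µM fibrin DD(E) / Benchmarks: high control of 10 µM Aha-Tn7 peptide / Measured by: fluorescence polarization of the labelled Tn7 tracer / Medium: Tris buffer with calcium and detergent, pH 7.8 / Timing: 10 min compound pre-incubation, 3 h probe incubation at room temperature / Repeats: one replicate per compound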
MBD2 inh = inhibitors of MBD2 binding to methylated DNA, primary screen, biochemical, TR-FRET, DNA-binding domain, human. AID 686964, 2013. MBD2 binding to methylated oligonucleotide. inhibition, % at 4.4 µM. 0.31% of 370,000 active; in the data active = inhibition above about 13%
Target sequence (Q9UBB5 whole entry, looked up, the tested form may be a part): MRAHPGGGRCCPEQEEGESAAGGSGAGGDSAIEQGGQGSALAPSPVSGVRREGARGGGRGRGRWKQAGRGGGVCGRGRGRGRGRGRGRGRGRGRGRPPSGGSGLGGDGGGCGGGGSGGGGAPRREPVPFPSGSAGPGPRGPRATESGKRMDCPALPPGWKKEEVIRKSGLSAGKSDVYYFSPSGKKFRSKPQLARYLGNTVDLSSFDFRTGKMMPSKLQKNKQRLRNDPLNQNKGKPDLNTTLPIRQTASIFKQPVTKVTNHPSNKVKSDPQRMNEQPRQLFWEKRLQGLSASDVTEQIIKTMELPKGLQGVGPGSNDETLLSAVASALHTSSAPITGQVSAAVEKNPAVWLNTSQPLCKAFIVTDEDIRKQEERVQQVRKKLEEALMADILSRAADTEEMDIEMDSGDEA
SIAE inh = human SIAE inhibitors, primary screen, biochemical, fluorescence polarization, FP-Rh probe, 1536-well HTS; Sialate O-acetylesterase (Homo sapiens), Q9HAT2; 0.69% of 370,000 active; inhibition, % at 9.66 µM; SIAE FP-Rh probe binding;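 active = inhibition above a cutoff: mean of compounds within the control limits plus 3 SD of those, cut at about 17% in these data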;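 note: 0% = plate median of compound wells and 100% = probe without SIAE protein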
TCR CD3 inh = inhibitors of human TCR-CD3 interaction, primary screen, biochemical, fluorescence, TAMRA-labeled TCR probe. inhibition, % at 9.4 µM. AID 651800, 2012. 0.37% of 360,000 active. T-cell receptor (TCR); in the data active = inhibition above about 19%;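 note: recombinant mutant TCR 2C K166C tagged with TAMRA read by polarization; 0% = receptor in buffer alone and 100% = receptor with positive control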
The depositor's hits bear a star; x = not tested or not shown.

Start of the data: the first 3 entries, to show the layout:
SMILES | LEDGF integ inh | KLK7 zymogen act | TDP2 inh | PRMT1 inh | UHRF1 MBD2 ctr | DDE Tn6 FP inh | DDE Tn7 FP inh | MBD2 inh | SIAE inh | TCR CD3 inh
C=CCNC(=O)/C(C#N)=C\c1cc(Cl)c(OCC)c(OC)c1 | -0.9 | -0.1 | -6.8 | -1.1 | 1.8 | -8.8 | -12.7 | -2.2 | 2.1 | 1.8
CC(C)OC(=O)C1=CNCC(C)(C)c2c1[nH]c1cc(F)ccc21 | -0.6 | x | 5.4 | -4.0 | -0.7 | 0.7 | 6.6 | -4.8 | -2.8 | x
O=C(NP(=O)(N1CCCC1)N1CCCC1)C1=C(N2CCOCC2)/C(=C/c2cccc([N+](=O)[O-])c2)CC1 | 3.7 | 0.1 | 9.0 | 0.1 | -1.6 | -3.2 | 4.7 | -3.9 | 6.2 | 7.0

Results (from the top)
SMILES | LEDGF integ inh | KLK7 zymogen act | TDP2 inh | PRMT1 inh | UHRF1 MBD2 ctr | DDE Tn6 FP inh | DDE Tn7 FP inh | MBD2 inh | SIAE inh | TCR CD3 inh
C=CCNC(=O)/C(C#N)=C\c1cc(Cl)c(OCC)c(OC)c1 | -0.9 | -0.1 | -6.8 | -1.1 | 1.8 | -8.8 | -12.7 | -2.2 | 2.1 | 1.8
CC(C)OC(=O)C1=CNCC(C)(C)c2c1[nH]c1cc(F)ccc21 | -0.6 | x | 5.4 | -4.0 | -0.7 | 0.7 | 6.6 | -4.8 | -2.8 | x
O=C(NP(=O)(N1CCCC1)N1CCCC1)C1=C(N2CCOCC2)/C(=C/c2cccc([N+](=O)[O-])c2)CC1 | 3.7 | 0.1 | 9.0 | 0.1 | -1.6 | -3.2 | 4.7 | -3.9 | 6.2 | 7.0
O=C(NCCc1ccccc1Cl)[C@@H]1CCCN1C(=O)[C@@H](NC(=O)N1CCOCC1)C1CCCCC1 | -2.5 | 0.2 | -1.9 | 6.8 | 0.3 | -1.8 | -2.6 | -4.8 | -4.0 | -2.9
COc1cc(NC(=O)CSc2nnnn2-c2ccccc2)cc(OC)c1OC | 1.4 | 0.1 | -4.3 | -2.7 | -0.6 | -1.0 | -6.4 | 4.2 | 6.9 | 1.3
COc1cc2c(=O)n(CCC(=O)NCC3CCCO3)c(=O)n(CC(=O)c3ccc(Cl)cc3)c2cc1OC (stereo not drawn) | 1.9 | 0.3 | -5.9 | -4.2 | 0.7 | -8.4 | -6.8 | 1.6 | -4.0 | 12.4
Cc1ccc(NC(=O)N2CCCC2C(=O)NCC2CCCO2)cc1 (stereo not drawn) | -1.5 | -0.1 | 7.5 | -1.7 | 0.8 | 3.6 | 0.9 | -1.0 | 0.8 | -5.9
COc1ccc(CCNC(=O)c2ccc3c(c2)N(Cc2ccc(F)cc2)CCS3)c(OC)c1 | 3.6 | -7.1 | -12.3 | -1.7 | 5.3 | -2.5 | -0.1 | 2.5 | -1.4 | -9.0
CCOC(=O)Cc1cc(=O)[nH]c(/N=C(\N)Nc2ccc(OC)cc2)n1 | 0.0 | 0.3 | 0.2 | 5.7 | 3.8 | 3.2 | 1.2 | 4.3 | 5.1 | 4.4
O=C(Nc1ccc2[nH]c3c(c2c1)CCCC3)c1ccco1 | -3.8 | 4.6 | -3.5 | 2.7 | -0.4 | 0.6 | -1.3 | -2.2 | -1.1 | 3.8
Cc1cccc(NC(=O)c2cccc(NC(=O)c3ccco3)c2)c1 | 1.4 | -0.3 | 15.8 | 2.1 | -1.4 | 5.1 | -5.7 | -6.3 | -5.8 | 2.5
CC(CCc1ccccc1)NC(=O)CN1CCSc2ccccc21 (stereo not drawn) | 2.6 | 0.1 | -3.4 | -1.5 | 1.9 | 1.0 | -7.8 | 0.2 | -0.7 | 4.6
O=c1oc2ccccc2c(Cl)c1CN1CCCCC1 | -4.1 | -0.4 | 0.8 | 5.8 | -1.9 | -7.0 | -8.8 | -0.9 | 1.8 | -2.9
O=C(O)CNC(=O)/C(=C\c1ccco1)NC(=O)c1ccco1 | -1.9 | 0.5 | 8.6 | 11.6 | -1.7 | 4.4 | 2.1 | -0.6 | 0.8 | 0.6
CC(Cc1ccccc1)NC(=O)c1cc2ccccc2o1 (stereo not drawn) | -0.1 | -0.6 | 18.9 | -2.4 | 1.2 | 4.2 | 8.3 | 1.2 | -3.5 | -3.5
O=C(CSc1ccc2ccccc2c1Br)Nc1cccc(S(=O)(=O)NC2=NCCCCC2)c1 | 0.7 | 0.5 | -17.1 | 0.0 | 1.8 | 9.2 | -3.2 | -5.6 | -37.8 | 7.3
O=C(O)c1ccc(C(=O)c2ccc3c(c2)C(=O)N(CC2CCCO2)C3=O)cc1 (stereo not drawn) | -5.9 | -0.4 | 1.9 | 1.3 | 5.2 | -0.7 | -1.6 | -2.6 | -4.6 | -2.2
Cc1cccc(/C=N/NC(=O)CC(=O)NCCc2ccccc2)c1 | 0.8 | 0.5 | -10.1 | 1.8 | 3.0 | 8.0 | -5.0 | -2.1 | -4.0 | 9.9
Nc1[nH]c2cc(Cl)ccc2c1C(=O)NCCc1ccc(Cl)cc1 | -2.4 | -0.3 | 0.2 | 1.9 | -3.8 | -1.4 | 4.2 | -6.7 | 18.9* | x
Cc1cccc(C)c1NC(=S)N(CCc1ccncc1)C(C)C | -4.5 | -0.3 | 2.7 | 7.1 | 8.8 | 3.2 | 2.7 | 0.5 | -3.9 | -0.2
Cc1ccc(-n2nc3c(=O)n(CCCC(=O)NCc4ccc(F)cc4)nc(C)c3c2C)cc1 | 1.0 | 0.0 | 10.6 | -0.5 | -0.9 | 0.3 | -7.1 | -2.5 | 7.3 | 2.2
O=C(CCCCn1c(=O)c2ccccc2n(Cc2ccc(Cl)cc2)c1=O)NCc1ccco1 | 2.3 | 0.6 | -2.5 | 3.6 | 4.1 | -0.7 | 0.4 | -1.0 | 3.0 | -3.3
O=C(NCCc1ccccc1)c1ccc(Cl)cc1[N+](=O)[O-] | -6.8 | -0.5 | -8.5 | -2.3 | -0.5 | 11.1 | 2.9 | 0.7 | -9.6 | 2.2
CCN1CCN(Cc2ccc(NC(=O)c3cc(NC(=O)c4cc(-c5ccc(OC)cc5)n[nH]4)cc(OC)c3)cc2C(F)(F)F)CC1 | -1.2 | 0.8 | 3.3 | -2.5 | -2.8 | 11.3 | -0.2 | -5.7 | -136.4 | 27.9*
COc1nc(NC(C)(C)C)nc(Oc2ccc(=O)n(C)n2)n1 | 0.4 | -0.4 | 4.2 | -1.6 | 0.8 | 3.8 | -0.5 | -0.7 | 5.4 | 4.5

(listing goes on)
SMILES | LEDGF integ inh | KLK7 zymogen act | TDP2 inh | PRMT1 inh | UHRF1 MBD2 ctr | DDE Tn6 FP inh | DDE Tn7 FP inh | MBD2 inh | SIAE inh | TCR CD3 inh
COc1ccc(NC(=O)CSc2nnc3ccc(-c4ccncc4)nn23)cc1 | -1.0 | 0.4 | 11.2 | 0.2 | -1.8 | 2.9 | 1.4 | -7.1 | 1.8 | 2.2
O=C(O)C1CCN(C(=O)CSc2nc3cc(Cl)ccc3c(=O)n2Cc2ccccc2)CC1 | -0.7 | 0.2 | 19.3 | 3.4 | -0.4 | -6.1 | -3.2 | 1.1 | -4.9 | 1.8
O=S(=O)(Nc1cc(S(=O)(=O)N2CCCC2)ccc1O)c1ccc(Cl)s1 | -6.7 | 0.3 | 3.0 | -1.6 | -2.5 | -1.4 | 1.8 | -2.1 | 8.5 | 6.0
COc1cc(/C=N/NC(=O)C(=O)NCc2cccnc2)ccc1O | 0.2 | -0.5 | -14.1 | -1.0 | 4.0 | -7.2 | -0.1 | -3.8 | 6.2 | -9.5
CC(NC(=O)C1CCN(C(=O)c2ccc(F)cc2)CC1)c1ccc(-n2ccnc2)cc1 (stereo not drawn) | -4.5 | 0.0 | -7.3 | 4.8 | 0.5 | 0.4 | 4.9 | 5.3 | -9.3 | -7.6
CSc1ccc(CN2CCN(CCC(C)C)C(CCO)C2)cc1 (stereo not drawn) | -1.2 | 0.6 | 5.6 | -4.6 | -3.1 | 7.2 | -7.5 | -0.1 | 8.3 | 10.2
COC(=O)[C@@]12CCCN1[C@H](c1ccc(-c3ccc(C(C)=O)cc3)c(OC)c1)[C@H]1C(=O)N(C)C(=O)[C@H]12 | 1.6 | 0.7 | -4.4 | 0.8 | 0.4 | 0.3 | 3.7 | 1.5 | 0.0 | -3.0
CCN(c1ccc(NC(=O)COC(=O)c2ccc(C)s2)cc1)C(C)C | 0.0 | -0.6 | 2.6 | 0.8 | -1.0 | -6.4 | 2.6 | -1.0 | 2.8 | 5.3
CC(=O)Nc1ccc(C(=O)NNS(=O)(=O)c2ccc(C)cc2)cc1 | -1.0 | -0.4 | 2.9 | -1.9 | -2.7 | 3.9 | -3.7 | 0.1 | -3.8 | 12.6
CC(/C=C/c1ccc2c(c1)OCO2)=N\NC(=O)COc1ccccc1C | -2.5 | -0.6 | 0.8 | 1.4 | 1.9 | 3.8 | -2.3 | 2.1 | 1.8 | -2.6
Cc1ccc(-c2csc(NCCn3c(-c4ccncc4)nc4cc(C(F)(F)F)ccc43)n2)cc1 | -3.0 | 0.6 | -7.9 | 1.8 | 2.8 | 3.5 | 6.5 | -0.5 | 9.4 | 0.3
CN(C)CCSc1nc2cc(S(=O)(=O)N3CCCCC3)ccc2o1 | 2.4 | 0.1 | -10.2 | -4.5 | -0.8 | -2.9 | 3.3 | -1.3 | 9.2 | -3.7
O=C(Nc1ccc(Cl)cc1)c1ccc2snnc2c1 | 0.8 | -0.9 | -2.2 | -3.2 | -2.5 | 1.3 | -9.3 | -1.9 | -11.8 | -2.9
COc1cccc(NC(=O)COC(=O)c2cccnc2)c1 | 0.2 | 0.3 | 9.7 | -2.1 | 0.6 | 5.1 | -0.5 | -1.6 | 1.8 | 2.7
CCOC(=O)c1c(NC(C)=O)sc2c(OCC(O)CN(CC)CC)c(Br)ccc12 (stereo not drawn) | -3.6 | 0.8 | -1.2 | -0.2 | -2.0 | 2.7 | 0.6 | 4.4 | -2.7 | -3.0
O=C(Nc1nc(-c2cc(F)ccc2F)cs1)c1cccc(N2C(=O)CCC2=O)c1 | -4.0 | 0.3 | -7.6 | 5.0 | 1.7 | -14.2 | 4.2 | 7.4 | -24.7 | -6.0
